TrxR1 substrate: is turned over as a substrate by rat TrxR1; purified TrxR1 substrate turnover, NADPH consumption readout; Potency, µM (highest dose often 114 µM), for the others: top-dose activity change, negative = substrate turnover; 390,000 compounds, 0.01% hits; O89049; further: on the % scale 0 is the no-effect control and ±100 the full control effect; nearly all actives have a fitted effect of over 50% in size
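Rat TrxR1, dispensed at 90 nM, was prereduced with 400 uM NADPH (final) for 5 min at ~22 deg C, then incubated with compound 15 min before 400 uM selenite. A first-read NADPH fluorescence drop versus no-compound background flagged substrates.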
Vif-A3G inh: Vif-A3G binding inhibition; Potency, µM (top dose mostly 46.1 µM), inactives show at the top dose activity, negative = active, actives largely listed as inhibitors; AID 602310; HeLa A3G-eYFP + Vif (tagged APOBEC3G with the HIV-1 protein that degrades it), YFP fluorescence, overnight; Q9HC16; 410,000 compounds, 0.076% hits;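 further: on the % scale 0 is the no-effect control and ±100 the full control effect; nearly all actives have a fitted effect of over 60% in size; hits raise eYFP signal because A3G escapes Vif-driven loss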
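Read-out is eYFP fluorescence (Ex 488/Em 500-530) from Vif-expressing HeLa A3G-eYFP cells; more signal means A3G escaped Vif-mediated degradation. Cells plated overnight, compound pinned in, incubated overnight at 37 deg C.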
Vif-APOBEC3F blk: inhibitors of Vif-A3F interaction; HeLa A3F-eYFP + Vif (tagged APOBEC3F with the HIV-1 protein that degrades it), YFP fluorescence increase; 390,000 compounds, 0.2% hits; AID 602313; Potency, µM (top dose mostly 46.1 µM), inactives show at the highest dose activity, negative = active; further: % of control where 0% means no effect; nearly all actives have a fitted effect of over 65% in size
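Fluorescence increase (Ex 488/Em 500-530) after overnight compound treatment at 37 deg C flags inhibition of Vif-driven A3F-eYFP loss in stable HeLa A3F-eYFP/Vif cells seeded overnight beforehand.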
ALOX12 inh: ALOX12 (human) lipoxygenase inhibition; purified 12hLO, xylenol orange hydroperoxide absorbance; Potency, µM (titrated, usually from 108 µM), inactives show at the top dose activity change, negative = inhibition, actives largely listed as inhibitors; 580,000 compounds, 1.1% hits; AID 1671190; further: on the % scale 0 is the no-effect control and ±100 the full control effect
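Hydroperoxide product was detected by ferrous iron/xylenol orange as the 573 to 405 nm absorbance ratio. Arachidonic acid at 40 uM (final) was turned over for 30 min at room temperature by 150 nM human 12hLO, pH 7.0 Hepes buffer, after 15 min compound preincubation.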
IDH1 R132H inh: blocks human mutant IDH1 R132H enzyme; O75874; IDH1-R132H enzyme, NADPH consumption, diaphorase/resazurin fluorescence; 390,000 compounds, 0.093% hits; Potency, µM (highest dose often 76.6 µM), for the others: top-dose activity change, negative = inhibition, most hits filed as inhibitors; further: on the % scale 0 is the no-effect control and ±100 the full control effect; nearly all actives have a fitted effect of over 65% in size
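IDH1-R132H (0.5 ug/mL dispensed) in pH 7.5 Tris buffer was preincubated 30 min with compound, then given a substrate mix of 0.016 mM NADPH and 2 mM alpha-KG for 80 min at room temperature; remaining NADPH was read by diaphorase/resazurin fluorescence.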
USP1-UAF1 inh: inhibitors of human USP1/UAF1 deubiquitinase; O94782; recombinant USP1/UAF1, Ub-Rhodamine cleavage fluorescence; Potency, µM (series often up to 57.1 µM), for inactives: top-dose activity change, negative = inhibition, usual class: inhibitors; 390,000 compounds, 0.23% hits; AID 743255; further: on the % scale 0 is the no-effect control and ±100 the full control effect; nearly all actives have a fitted effect of over 60% in size; inactives centre near -12
Target sequence (O94782 whole entry, looked up): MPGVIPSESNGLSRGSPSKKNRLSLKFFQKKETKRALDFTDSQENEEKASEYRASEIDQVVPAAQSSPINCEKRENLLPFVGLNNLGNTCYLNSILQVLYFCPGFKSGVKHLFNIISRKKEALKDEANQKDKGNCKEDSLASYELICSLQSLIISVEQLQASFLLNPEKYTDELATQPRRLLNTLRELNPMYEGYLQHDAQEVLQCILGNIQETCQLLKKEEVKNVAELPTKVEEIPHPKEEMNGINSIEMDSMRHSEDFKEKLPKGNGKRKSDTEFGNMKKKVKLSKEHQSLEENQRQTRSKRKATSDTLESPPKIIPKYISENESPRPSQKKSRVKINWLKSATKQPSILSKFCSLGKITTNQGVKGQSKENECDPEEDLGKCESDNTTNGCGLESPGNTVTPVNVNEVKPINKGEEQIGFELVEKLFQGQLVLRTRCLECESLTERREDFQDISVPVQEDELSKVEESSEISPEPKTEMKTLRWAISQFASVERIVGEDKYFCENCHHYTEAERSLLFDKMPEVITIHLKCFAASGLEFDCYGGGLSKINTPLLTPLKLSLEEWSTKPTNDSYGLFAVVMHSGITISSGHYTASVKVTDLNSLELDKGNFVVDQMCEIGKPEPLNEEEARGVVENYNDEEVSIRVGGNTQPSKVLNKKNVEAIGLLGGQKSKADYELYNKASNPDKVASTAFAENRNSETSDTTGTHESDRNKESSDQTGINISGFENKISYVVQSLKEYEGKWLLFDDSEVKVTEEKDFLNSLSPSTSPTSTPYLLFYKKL
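High-throughput fluorogenic screen: 1nM USP1/UAF1 complex, Ub-Rho substrate 150nM final, 50mM HEPES pH 7.8 with 0.5mM EDTA, 0.1 mg/ml BSA, 1mM TCEP and 0.01% Tween-20.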
RGS4 inh: blocks human RGS4-accelerated GTP hydrolysis | Potency, µM (top dose mostly 114 µM), for the others: at the highest dose activity change, negative = inhibition, most hits filed as inhibitors | Transcreener GDP fluorescence polarization, RGS4-accelerated GTP hydrolysis | P49798 | 390,000 compounds, 0.039% hits | AID 504845; further: on the % scale 0 is the no-effect control and ±100 the full control effect; nearly all actives have a fitted effect of over 75% in size; some results filed as inactive show a strong effect at the top dose
Target sequence (P49798 whole entry, looked up): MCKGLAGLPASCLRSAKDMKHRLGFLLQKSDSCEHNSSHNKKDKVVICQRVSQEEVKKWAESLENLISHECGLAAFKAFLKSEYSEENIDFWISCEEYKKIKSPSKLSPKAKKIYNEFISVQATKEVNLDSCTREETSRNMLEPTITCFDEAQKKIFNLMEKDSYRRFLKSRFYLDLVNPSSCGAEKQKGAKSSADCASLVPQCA
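MLSMR compounds (23 nl, pin-transferred) preincubated 10 min at room temperature with a 500nM (2x) first reagent, then RGS4 at 900nM (2x) plus Transcreener GDP mix added; fluorescence polarization (620/688 nm) read before and after 90 min at 30 °C.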
TrxR1 inh: rat TrxR1 inhibition; O89049; recombinant rTrxR1, NADPH fluorescence consumption, selenite substrate; Potency, µM (titrated, usually from 114 µM), for inactives: top-dose activity change, negative = inhibition, usual class: inhibitors; 390,000 compounds, 1% hits; AID 588453; further: on the % scale 0 is the no-effect control and ±100 the full control effect; nearly all actives have a fitted effect of over 65% in size
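Rat TrxR1 (90 nM in the dispensed reagent) was pre-reduced with 400 uM NADPH for 5 min at room temperature, then incubated with compound for 15 min. After 400 uM selenite was added, NADPH fluorescence (Ex 340/Em 450 nm) was followed for 8 min.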
RXFP1 ag: activates the human relaxin receptor RXFP1; Potency, µM (titrated, usually from 57.5 µM), for the others: at the top dose activation, usual class: activators; 370,000 compounds, 0.3% hits; Q9HBX9; AID 2676; HEK293T-RXFP1 cAMP TR-FRET, 30 min; response scale: percent of porcine relaxin response, buffer zero; further: on the % scale 0 is the no-effect control and ±100 the full control effect; nearly all actives have a fitted effect of over 60% in size; many of its hits are not listed in these tables
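HEK293 cells stably expressing RXFP1, treated 30 min at 37C with compounds plus PDE4 inhibitor Ro 20174; cAMP measured by HTRF TR-FRET. Normalized to buffer and 29 nM porcine relaxin; EC50 by Hill fit.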
The depositor's hits bear a star; ? = inconclusive; · = no result given; [ ] = another dose, or the depositor's remark. The call rests on the fitted dose curve; in most records, active means well fitted curve in the direction sought with a large enough effect; inconclusive means small, poorly fitted or top-dose-only effect, or another doubt; inactive means no such curve, though single readings can be large; an effect the other way counts as inactive or inconclusive. Potency means the concentration at half of the fitted maximal effect. These rows are one share of the data; count on the stated rates, not on these rows.

SMILES | TrxR1 substrate | Vif-A3G inh | Vif-APOBEC3F blk | ALOX12 inh | IDH1 R132H inh | USP1-UAF1 inh | RGS4 inh | TrxR1 inh | RXFP1 ag
CCOC(=O)N1CCC(NC(=O)c2ccc3snnc3c2)CC1 | -9%[57.1 µM] | 1% | -5% | 22% | 12% | -20% | -26% | 13% | 0.7%
COc1ccc(C(C(=O)NCc2ccccc2)N(C(=O)Cn2nnc3ccccc32)c2ccc(OC)cc2)cc1 (stereo not given) | 6% | -3% | 2% | -14% | 0% | -5% | -4% | 8% | 0.0%
Cc1ccc(C)c(NC(=S)N/N=C/C(C)c2ccccc2)c1 (stereo not given) | -9%[57.1 µM] | 4% | 3% | ? | 4% | -9% | -28% | 8%[57.1 µM] | 0.0%
CCOC(=O)CC(NC(=O)c1cccc2c1C(=O)N(Cc1cccnc1)C2)c1ccc(OCC)c(OC)c1 (stereo not given) | 2% | -11% | 13% | -10% | 4% | -17% | -11% | 24% | 3.4%
CCCn1c(SCc2ccc(Cl)cc2)nc2c1c(=O)[nH]c(=O)n2C | 7%[57.1 µM] | -5% | 6% | -5% | 10% | -21% | -42% | 17%[57.1 µM] | 3.5%
COc1ccc(NC(=O)CSc2[nH]c(=O)cc(C)c2C#N)cc1OC | 8% | -2% | -6% | -23% | 9% | -7% | -4% | 13% | 2.7%
O=C(Nc1csc([N+](=O)[O-])c1)Nc1ccccc1Cl | 5%[57.1 µM] | -7% | -15% | 0% | 14% | -14% | -2% | 14%[57.1 µM] | 0.0%
CC(=O)c1cc(-c2ccccc2)n(CC(=O)N2CCN(C3CCCC3)CC2)c1C | -3% | -2% | 2% | 40%[activator] | 1% | -18% | -16%[11.4 µM] | 21%[57.1 µM] | 1.4%
Cc1ccc(Cn2c(=O)c3ccccc3n3c(SCC(=O)N4CCCCC4C)nnc23)cc1 (stereo not given) | 2% | 2% | -2% | 2% | 11% | -6% | -7% | 1% | 0.2%
O=C(c1ccc2nccnc2c1)N1CCN(Cc2ccc3c(c2)OCO3)CC1 | 6% | -1% | 0% | -19% | 1% | -17% | -39% | -7% | 2.7%
CCOC(=O)c1ccc(CC(=O)c2ccc(O)c(O)c2O)o1 | 3%[57.1 µM] | 3% | 3% | ? | -4% | -14% | ? | 7%[57.1 µM] | -1.1%
Cc1cc(OCC(=O)Nc2ccc3c(c2)OCCO3)cc(C)c1Cl | -9% | 0% | · | 0%[57.4 µM] | 6% | -19% | -26% | 0% | 0.3%

Whole records from above. Screens in order: TrxR1 substrate | Vif-A3G inh | Vif-APOBEC3F blk | ALOX12 inh | IDH1 R132H inh | USP1-UAF1 inh | RGS4 inh | TrxR1 inh | RXFP1 ag
Entry for `CCOC(=O)N1CCC(NC(=O)c2ccc3snnc3c2)CC1` : -9%[57.1 µM] | 1% | -5% | 22% | 12% | -20% | -26% | 13% | 0.7%
Entry for `CCOC(=O)c1ccc(CC(=O)c2ccc(O)c(O)c2O)o1` : 3%[57.1 µM] | 3% | 3% | ? | -4% | -14% | ? | 7%[57.1 µM] | -1.1%
Entry for `COc1ccc(NC(=O)CSc2[nH]c(=O)cc(C)c2C#N)cc1OC` : 8% | -2% | -6% | -23% | 9% | -7% | -4% | 13% | 2.7%

Ordered by formula weight (smallest number first): part of the list above
SMILES | TrxR1 substrate | Vif-A3G inh | Vif-APOBEC3F blk | ALOX12 inh | IDH1 R132H inh | USP1-UAF1 inh | RGS4 inh | TrxR1 inh | RXFP1 ag
CCOC(=O)c1ccc(CC(=O)c2ccc(O)c(O)c2O)o1 | 3%[57.1 µM] | 3% | 3% | ? | -4% | -14% | ? | 7%[57.1 µM] | -1.1%
Cc1ccc(C)c(NC(=S)N/N=C/C(C)c2ccccc2)c1 (stereo not given) | -9%[57.1 µM] | 4% | 3% | ? | 4% | -9% | -28% | 8%[57.1 µM] | 0.0%
O=C(c1ccc2nccnc2c1)N1CCN(Cc2ccc3c(c2)OCO3)CC1 | 6% | -1% | 0% | -19% | 1% | -17% | -39% | -7% | 2.7%

Next structures follow:
SMILES | TrxR1 substrate | Vif-A3G inh | Vif-APOBEC3F blk | ALOX12 inh | IDH1 R132H inh | USP1-UAF1 inh | RGS4 inh | TrxR1 inh | RXFP1 ag
Cc1cc(C(=O)OCC(=O)Nc2cccc(S(=O)(=O)N3CCOCC3)c2)c(C)o1 | -1% | 2% | 0% | 0% | 7% | -21% | -35%[11.4 µM] | -3% | -0.5%
Cc1ccc2nc(-c3ccncc3)cc(C(=O)NCc3ccccc3F)c2c1 | 14% | -16% | -6% | · | -3% | -20% | -34% | 18% | 1.3%
O=C(Oc1c(-c2ccccc2)c(=O)n2c3c(cccc13)CC2)c1ccccc1 | 2% | 0% | 11% | 0% | -10% | -25% | 10% | -1% | 3.5%
Cc1cc2ccccc2cc1CN1CCOCC1 | 13% | -4% | -21% | -26% | 5% | ? | 32% | 13% | -1.9%
Cn1c2ccc(F)cc2c2nnc(SCC(=O)Nc3cccc(O)c3)nc21 | -1% | 0% | 6% | -11% | -13% | -2% | 3% | 22% | 3.8%
Cc1ccc(S(=O)(=O)N2CCCCC2)cc1NC(=O)c1ccc2ccccc2n1 | -8% | 1% | -8% | 14% | 3% | -16% | -25% | -13% | -2.0%
CN(C)c1cc[n+](CC(=O)c2cccs2)cc1 | 3% | 1% | 0% | ? | 3% | -11% | 18% | 14% | 5.9%
CC1(C)NC(=O)N(CC(O)COc2ccccc2C(=O)N2CCCCC2)C1=O (stereo not given) | 4%[57.1 µM] | -2% | -2% | 0% | 2% | -9% | 15% | 11%[57.1 µM] | 1.0%
COc1ccc(C(=O)NCCc2c[nH]c3ccccc23)cc1OC | -7% | -7% | 2% | 5% | -11% | -20% | 8%[56.9 µM] | -4% | 0.8%
Nc1nnc(CSCc2ccc(Cl)cc2Cl)s1 | ? | -3% | -23% | -12% | 6% | -8% | -37% | ? | 2.6%
Cc1cc2c(NS(=O)(=O)c3ccc(F)cc3)cccc2nn1 | 0% | 4% | -1% | 0% | 13% | -16% | -12% | 18% | 2.8%
O=C(Nc1cccc(Cl)c1)C1CCCN(C2=NS(=O)(=O)c3ccccc32)C1 (stereo not given) | -3% | 0% | 6% | ? | -3% | -5% | 1% | 6% | 0.0%
Cc1cccc(OCCCC(=O)N2CCCCCC2)c1C | 7%[2.29 µM] | 0% | -7% | 3% | 2% | -8% | 13% | 13%[2.29 µM] | 1.3%
O=C(Nc1cccc(S(=O)(=O)Nc2ccc(Cl)cc2)c1)c1cc2c(s1)CCCC2 | 7% | -11% | -26% | ? | -2% | -19% | -15% | 11% | 0.1%
CCOC(=O)C1CCCN(C(=O)c2cc(Nc3ccc(OC)c(OC)c3)nc3ccccc23)C1 (stereo not given) | 2%[11.4 µM] | 3% | 2% | -27%[57.4 µM] | 3% | -8% | 0% | -4%[11.4 µM] | 2.7%
Cc1ccc(C(=O)NCCn2cc(SCC(=O)Nc3cc(C)on3)c3ccccc32)cc1 | -12%[57.1 µM] | 0% | 3% | 30%[activator] | 13% | -21% | -29% | 1%[57.1 µM] | 0.5%
O=C(CCc1ccc(S(=O)(=O)N2CCOCC2)cc1)N/N=C/c1ccc(O)c(O)c1O | -17% | -13% | -23% | 0% | 3% | -17% | ? | -27% | 2.0%
CC(=O)c1cccc(NC(=S)NC(=O)c2cncc(Br)c2)c1 | -9% | -5% | 1% | -25% | 0% | 5% | -23% | 22µM* | -0.2%
CCN(CC)c1ccc(NC(=O)CN2C(=O)CSc3ncccc32)c(C)c1 | 4% | 6% | 1% | -20% | 1% | -18% | -21% | 22% | -1.4%
CCN(CC(=O)Nc1ccc(NC(C)=O)cc1)C(=O)Cc1ccccc1F | 0% | 0% | 2% | ? | -2% | -14% | 10% | 15% | -0.3%
O=C(NCC(c1cccs1)N1CCOCC1)C1CCN(S(=O)(=O)c2cccc(C(F)(F)F)c2)CC1 (stereo not given) | -5% | 0% | 1% | ? | 0% | -5% | -16% | 5% | 2.1%
COc1ccc(CN2CCNC(=O)C2CC(=O)NCC2CCOCC2)cc1C (stereo not given) | 8% | 0% | 2% | 23% | -2% | -17% | 11% | ? | 0.2%
Clc1ccc(Cc2noc(Cc3ccccc3)n2)cc1Cl | 4%[57.1 µM] | 0% | -3% | -4% | 16% | -5% | 16% | 22%[57.1 µM] | -0.1%
COc1ccc(OCCOC(=O)c2nc3nccc(C)n3n2)cc1 | 1% | -1% | 1% | -7% | 6% | -14% | 4% | 19% | ?

Random excerpt: 2 records from the list
SMILES | TrxR1 substrate | Vif-A3G inh | Vif-APOBEC3F blk | ALOX12 inh | IDH1 R132H inh | USP1-UAF1 inh | RGS4 inh | TrxR1 inh | RXFP1 ag
O=C(NCC(c1cccs1)N1CCOCC1)C1CCN(S(=O)(=O)c2cccc(C(F)(F)F)c2)CC1 (stereo not given) | -5% | 0% | 1% | ? | 0% | -5% | -16% | 5% | 2.1%
CCN(CC)c1ccc(NC(=O)CN2C(=O)CSc3ncccc32)c(C)c1 | 4% | 6% | 1% | -20% | 1% | -18% | -21% | 22% | -1.4%

Source: PubChem BioAssay
